# FBW7 activator = FBW7 E3 ligase activators, primary screen, biochemical, AlphaScreen, human. F-box/WD repeat-containing protein 7 (Homo sapiens), Q969H0. AlphaScreen FBW7–phospho-cyclin E peptide binding, activator screen. normalized activity (activation), % at 26.1 µM. actives 0.13% (n = 650,000). AID 1259310, 2017; in the data active means normalized activity above about 1.9%;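 further: purified mutant Fbw7 with reduced substrate affinity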
# Target sequence (Q969H0 whole entry, looked up): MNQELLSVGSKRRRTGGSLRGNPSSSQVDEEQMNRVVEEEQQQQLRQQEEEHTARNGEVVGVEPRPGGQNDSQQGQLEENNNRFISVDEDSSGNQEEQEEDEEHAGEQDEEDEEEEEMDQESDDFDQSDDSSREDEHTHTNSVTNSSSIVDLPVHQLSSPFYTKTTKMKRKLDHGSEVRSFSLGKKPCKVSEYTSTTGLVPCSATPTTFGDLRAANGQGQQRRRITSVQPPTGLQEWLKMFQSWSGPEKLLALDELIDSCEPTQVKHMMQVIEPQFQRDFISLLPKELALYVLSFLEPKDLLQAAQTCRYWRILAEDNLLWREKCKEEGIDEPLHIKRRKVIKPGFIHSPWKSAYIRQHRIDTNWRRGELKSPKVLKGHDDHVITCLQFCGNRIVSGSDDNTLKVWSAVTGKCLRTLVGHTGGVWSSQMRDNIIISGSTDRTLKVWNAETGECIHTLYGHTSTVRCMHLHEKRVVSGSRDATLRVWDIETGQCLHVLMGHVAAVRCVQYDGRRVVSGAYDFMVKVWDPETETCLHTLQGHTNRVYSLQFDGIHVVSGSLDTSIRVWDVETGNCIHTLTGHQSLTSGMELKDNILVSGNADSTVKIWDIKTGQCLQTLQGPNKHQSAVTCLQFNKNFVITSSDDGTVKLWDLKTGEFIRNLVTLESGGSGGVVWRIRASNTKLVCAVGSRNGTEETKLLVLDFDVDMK
# MITF inh = MITF inhibitors, primary screen, biochemical, AlphaScreen, human; Microphthalmia-associated transcription factor (Homo sapiens), O75030; AlphaScreen MITF homodimerization, bead proximity signal; inhibition, % at 2.6 µM; actives 0.91% (n = 650,000); in the data active means inhibition above about 50%;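 further: 0% = vehicle wells with protein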
# GPR151 ag = activators of human GPR151, primary screen, cell-based, PathHunter beta-arrestin, luminescence. AID 1508602, 2020. activation, % at 11.2 µM. actives 1% (n = 650,000). PathHunter beta-arrestin GPR151 cells; in the data active means activation above about 4.9%;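 further: 0% = median of compound wells and 100% = cells with positive control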
# TEAD-YAP block = TEAD-YAP interaction inhibition, primary screen, TEAD-YAP interaction inhibitor project, luminescence, HEK-TIYL cells; TEAD-Gal4/YAP UAS-luciferase luminescence; inhibition, % at 9.12 µM; actives 1.4% (n = 640,000); AID 1259422, 2018; in the data active means inhibition above about 32%;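 further: 0% = median of test compound wells and 100% = reference inhibitor wells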
# An asterisk follows results filed as active; . = not tested or not shown; & = joins results of further samples.
SMILES,FBW7 activator,MITF inh,GPR151 ag,TEAD-YAP block
COc1ccc(-c2cc(=O)c3c(O)cc(O)cc3o2)cc1O,0.1&0.3,8&17,-1.0&-1.5,-48&-28
O=C(Cc1ccccc1)NCCS(=O)(=O)N1CCc2ccccc2C1,0.2,-2,-0.8,-2
COc1ccc(OC)c(C2C(C#N)=C3N=C(N)c4c(sc5c4CCCCC5)N3C3=C2C(=O)CC(C)(C)C3)c1 (stereo unspecified),0.2,6,1.6,11
CCCCn1c(SCC(=O)Nc2ccccc2CC)nc2c1c(=O)n(C)c(=O)n2C,0.8,8,-0.5,7
O=C(NCCCN1CCCC1=O)c1ccc(N2CCCCCC2)c([N+](=O)[O-])c1,-0.1,2,-0.2,-2
CC1(C)CC(=O)c2cc(-c3ccccc3)n(-c3ccc(C(=O)O)cc3)c2C1,0.5,19,0.4,3
COc1cccc(C(=O)/C=C(\Nc2sc3c(c2C#N)CCC3)C(=O)O)c1,0.1,5,0.7,-6
c1ccc(-n2cccn2)c(Nc2ccnc(Nc3ccc(N4CCOCC4)cc3)c2)c1,-0.4,6,2.9,40*
COc1ccc(CCNc2nc(-c3ccc([N+](=O)[O-])cc3)cs2)cc1OC,0.0,-2,0.6,-2
CCCn1c(SCC(=O)NC(C)(C)C)nnc1-c1ccccn1,0.1,18,-0.4,5
COc1ccc(OCC(=O)N/N=C/c2cccnc2)cc1,0.6,11,1.5,1
COC(=O)C1(CCSC)NC(c2ccc(F)cc2)C2C(=O)N(C)C(=O)C21 (stereo unspecified),0.0,-8,1.2,7
CCOc1cc(C2/C(=C(/O)c3ccc(C)cc3)C(=O)C(=O)N2CC(C)C)ccc1O (stereo unspecified),0.1,8,4.0,-2
Cn1nnnc1SCCNS(=O)(=O)c1ccccc1,0.1,-1,-0.9,3
CC1=CC2=NC(=O)/C(=C\c3cccn3CCCOc3ccccc3Cl)C(=N)N2O1,-0.2,13,0.8,-27
Cc1ccc(NC(=O)c2cnn3c2NC(c2ccco2)CC3C(F)(F)F)cc1C (stereo unspecified),-0.1,20,-0.2,-35
COc1ccc(C(=O)Nc2sc3c(c2C(N)=O)CC(C)CC3)cc1OC (stereo unspecified),0.2,6,-1.1,3
COC(=O)C1=C(C(=O)OC)SC2(S1)C(C(=O)OC)=C(C(=O)OC)SC1=C2c2cc(C)cc(C)c2NC1(C)C,-0.1,27,-0.6,1
CC1CCC(NC(=O)c2cc3c(s2)CSC3)CC1 (stereo unspecified),0.0,-1,0.9,-29
COCCN1C(=O)c2ccccc2C(C(=O)Nc2ccc(C)cc2Br)C1c1ccc(F)cc1 (stereo unspecified),0.6,1,-1.3,-10
Cc1cc(NS(=O)(=O)c2ccc(NC(=O)C3CC3)cc2)no1,0.7,1,-0.5,1
O=c1/c(=C/c2ccc(F)cc2F)sc2nc3ccccc3n12,-0.2,4,1.4,-8
COc1ccc(CN2CCC(C3(C)NC(=O)N(Cc4ccsc4)C3=O)CC2)cc1O (stereo unspecified),0.8,13,0.1,4
Cc1cc(Nc2cccc(Cl)c2)c2ccc(Cl)cc2n1,0.1,7,1.1,3
CCC(C)Nc1c(-c2ccccc2)c(=O)c1=O (stereo unspecified),0.2,9,0.9,9
CCOC(=O)c1c(C)[nH]c(C)c1C(=O)COC(=O)/C=C/c1cnc2ccccc2n1,-0.1,0,1.2,9
CC(=O)Nc1ccccc1O[C@@H]1O[C@H](COC(C)=O)[C@@H](OC(C)=O)[C@H](OC(C)=O)[C@H]1NC(C)=O,0.8,20,-0.1,-10
O=C(Nc1ccnn1C1CCN(C(=O)c2cccc(Cl)c2)CC1)C1CC1,0.3,6,-0.8,-4
c1ccc2c(c1)nc(N1CCCCCC1)c1nncn12,0.2,-9,-0.2,-13
CC(=O)Cn1c(=O)c2c(nc3oc(C)cn32)n(C)c1=O,0.3,8,-0.6,7

# Next part, overlapping the part above by 6 compounds.
SMILES,FBW7 activator,MITF inh,GPR151 ag,TEAD-YAP block
CCC(C)Nc1c(-c2ccccc2)c(=O)c1=O (stereo unspecified),0.2,9,0.9,9
CCOC(=O)c1c(C)[nH]c(C)c1C(=O)COC(=O)/C=C/c1cnc2ccccc2n1,-0.1,0,1.2,9
CC(=O)Nc1ccccc1O[C@@H]1O[C@H](COC(C)=O)[C@@H](OC(C)=O)[C@H](OC(C)=O)[C@H]1NC(C)=O,0.8,20,-0.1,-10
O=C(Nc1ccnn1C1CCN(C(=O)c2cccc(Cl)c2)CC1)C1CC1,0.3,6,-0.8,-4
c1ccc2c(c1)nc(N1CCCCCC1)c1nncn12,0.2,-9,-0.2,-13
CC(=O)Cn1c(=O)c2c(nc3oc(C)cn32)n(C)c1=O,0.3,8,-0.6,7
CCOc1ccc(NC(=O)NNC(=O)c2cc3ccccc3cc2O)cc1,0.5,11,0.5,4
COc1cc(NC(=O)C2COc3c(cccc3OC)C2)ccc1-c1cn[nH]c1 (stereo unspecified),0.2,40,0.5,16
COc1cc(S(=O)(=O)NCCN2CCOCC2)ccc1Br,0.1,12,-1.1,-2
COc1ccc(CCNc2nc(-c3cccc(C(C)=O)c3)nc3c2ncn3Cc2ccc(C(F)(F)F)cc2)cc1,0.0,21,1.1,-3
CC(C)(C)CNc1ccc(-c2ccc(C=O)cc2)cn1,0.2,-1,0.7,-88
Nc1nnc(CCS(=O)(=O)c2ccc(Br)cc2)s1,0.2,8,-1.5,12
N#Cc1c(N)oc(-c2ccccc2)c1-c1ccccc1,0.0,15,0.1,6
CCn1ccnc1CN(C)Cc1c(C(=O)N2CCCCC2)nc2sccn12,0.0,-2,0.0,3
CN(C)CCN(Cc1ccccc1)C(=O)c1cc(COc2c(F)cccc2F)on1,0.3,8,0.8,7
C=C(C)CN(CC)Cc1cc(Br)c(O)c(OC)c1,0.0,1,0.8,-11
COCCCN1CN(Cc2ccco2)CNC1=S,0.0,26,0.2,8
Nc1nonc1C(=O)NCCNCc1ccc(F)cc1,0.2,14,0.3,7
CCc1ccc(OCC(=O)O)c(Br)c1,-0.3,-1,0.7,3
Cc1cc(/C=C2\NC(=O)NC2=O)c(C)n1-c1cccc(C(=O)O)c1,-0.5,22,0.4,11
CCC(C)(C)n1nnnc1C(c1ccncc1)N1CCCC(C)C1 (stereo unspecified),-0.4,7,1.1,1
CCOc1cc(-c2nc3sc4c(c3c(=O)[nH]2)CCCC4)ccc1OCc1ccccc1F,-0.1,-1,5.5*,-7
COC(=O)C1=CN(C)C=C(C(=O)OC)C1c1ccccc1F,0.1,-4,2.0,-2
O=C(Nc1ccc(-c2nc3cccnc3s2)cc1)c1cccnc1Cl,0.2,13,3.5,-12
CCCCOC(=O)c1cc(-c2ccccc2)nc2ccc(C)cc12,0.1,-2,0.6,8
Cc1nn(Cc2ccc(F)cc2)c(C)c1[N+](=O)[O-],-0.2,-8,-0.7,-7
CC(C)COC(=O)CSc1nc(N2CCOCC2)c2c(c1C#N)CC(C)(C)OC2,-0.1,3,0.3,10
c1ccc(-n2ncc3c(N4CCOCC4)ncnc32)cc1,0.2,1,-1.4,70*
CS(=O)(=O)Nc1ccc(-c2nnc(SCC(=O)c3ccccc3F)o2)cc1,0.5,8,-0.5,-4
COc1ccc(Cl)cc1NC(=O)Nc1ccc(C(C)=O)cc1,-0.1,-8,-0.7,-9
CCOc1ccc(NC(=O)C(=O)N/N=C/c2ccccc2F)cc1,0.1,-6,2.5,-2
COc1ccc(C2=NN(C(=O)CSc3nnc(CNC(=O)c4cccc(OC)c4)n3C)C(c3ccc(C)cc3)C2)cc1 (stereo unspecified),0.0,2,-0.1,0
CCOc1ccc(S(=O)(=O)N(CC(=O)NC2CCCCC2)c2ccccc2)cc1,0.0,-4,0.6,1
Cc1cc(C(=O)Nc2ccc(S(=O)(=O)N3CCCC3)cc2)ccc1[N+](=O)[O-],0.1,12,0.0,4
COc1ccc2c(c1)C[C@@H](C(=O)Nc1ccc(-c3cn[nH]c3)cc1C(N)=O)NC2,-0.2,30,-1.3,12
CC(=O)Nc1ccc(NC(=O)c2ccnc(Nc3ncccn3)c2)cc1,-0.1,6,0.7,-8
CCN(CC)CCNc1ccc(Cl)cc1[N+](=O)[O-],-0.1,-11,-0.1,3
C#CCCCO/N=C1\C[C@@H](O)[C@@H](O)[C@@H]2[C@@H]3C(=O)N(CCC(=O)OCC)C(=O)[C@@H]3CC[C@H]12,-0.1,-7,-0.3,.
CC(C)NC(=O)Cn1ncc2c(Cl)cccc21,0.1,5,-1.4,3
O=C(O)COc1ccc(Nc2ccccc2)cc1,-0.3,-2,2.0,-8
CC1=C(C(=O)OC2CCCCC2)C(c2cccc(Br)c2)C2=C(CC(c3ccc(Cl)cc3)CC2=O)N1 (stereo unspecified),0.9,15,-1.4,6
COC(=O)C1=C(CSc2nnnn2C)NC(=O)NC1c1cc(C)ccc1C (stereo unspecified),0.9,8,1.6,6
CCOC(=O)COc1c(-c2ccc(OC)cc2)oc2ccccc2c1=O,0.1,25,0.8,13
Cc1ccc(S(=O)(=O)NC(=O)c2cccn2C)cc1,0.1,8,-0.1,-5
Cc1ccc(N(CC(=O)NCc2ccccn2)S(C)(=O)=O)cc1Cl,-0.2,-12,-0.2,-2
CCOC(=O)c1sc2nc(SCC(=O)NCc3ccccc3)n(Cc3cccc(Cl)c3)c(=O)c2c1C,0.3,3,0.7,5
CCN(CC)CCCNC(=O)COc1cc(=O)n(CC)c2ccccc12,-0.4,-15,-0.2,6
O=C(/C=C/c1ccc([N+](=O)[O-])cc1)NCc1ccccn1,-0.2,-7,1.6,-4
Cc1cc(NCc2cccnc2)n2nc(-c3ccc(Cl)cc3)cc2n1,0.0,15,-0.2,-42
CCCN1c2cccc3cccc(c23)S1(=O)=O,0.3,-10,3.4,-15
FC(F)(F)c1ccc(Nc2nccc(Nc3ccc4c(c3)OCO4)n2)cc1,0.6,17,-1.7,-27
Cc1ccc(-c2noc(-c3ccc([N+](=O)[O-])cc3)n2)cc1,0.2,13,-1.8,-3
CCOC(=O)C(C)Sc1nc(CC)c(C)cc1C#N (stereo unspecified),0.1,5,2.5,0
CN1CCC(N(C)S(=O)(=O)c2ccccc2C#N)CC1,0.1,10,-0.1,1
Cc1cc(C)cc(OCCCCn2cncn2)c1,-0.5,61*,0.2,0
N/C(=N\O)c1ccc(Oc2cccc(N)c2)cc1,0.4,24,-0.1,1
CON(C)C(=O)Cn1nc(C)n2c(cc3ccsc32)c1=O,-0.1,8,-0.3,-5
O=C(Cc1cn(-c2ccc(NC3CCN(Cc4ccccc4)CC3)nn2)c2ccccc12)NCCc1ccc(O)cc1,-0.2,3,-0.8,7
NS(=O)(=O)c1ccc(NC(=O)CSc2n[nH]c(=O)n2C2CC2)cc1,0.1,5,1.5,10
CCN(CC)C(=O)C1CCCN(c2ncc(C)c(NCCc3ccc(OC)cc3)n2)C1 (stereo unspecified),-0.1,2,-2.6,-8
NC(=O)COc1ccc2cc(-c3nc4ccccc4s3)c(=O)oc2c1,0.0,-6,0.2,-3
Cc1ccc(OCCCCNCCN2CCOCC2)c(C(C)(C)C)c1,-0.2,5,2.8,7
CCOc1ccc2[nH]c(=O)c(CN(CCO)S(=O)(=O)c3ccc(Cl)cc3)cc2c1,0.1,4,-0.7,-3
COc1ccc(Cl)cc1C(=O)Nc1ccc([N+](=O)[O-])cc1O,0.6,6,0.9,0
Cc1ccc(OCC(=O)NC(=S)Nc2ccc(Cc3ccncc3)cc2)cc1,0.1,-9,-0.5,-5
CC1=C(C(=O)Nc2cccc(C)n2)C(c2ccc(N(C)C)cc2)C2=C(CC(C)(C)CC2=O)N1 (stereo unspecified),0.0,-11,0.1,4

# Single entries from the entries so far:
# CON(C)C(=O)Cn1nc(C)n2c(cc3ccsc32)c1=O – FBW7 activator = -0.1
# Cc1ccc(OCCCCNCCN2CCOCC2)c(C(C)(C)C)c1 – GPR151 ag = 2.8
# CCOc1ccc2[nH]c(=O)c(CN(CCO)S(=O)(=O)c3ccc(Cl)cc3)cc2c1 – GPR151 ag = -0.7

# (further entries)
SMILES,FBW7 activator,MITF inh,GPR151 ag,TEAD-YAP block
COc1ccc2ccccc2c1C1N(c2cc(C)on2)C(=O)C2CCCN21 (stereo unspecified),0.8,11,1.7,6
COc1ccccc1OCCn1cc(/C=C(\C#N)C(=O)NC2CC2)c2ccccc21,0.2,5,5.6*,13
CCOC(=O)c1ccc(-c2ccc(/C=c3\sc4nc5ccccc5n4c3=O)o2)cc1,-0.1,-5,-0.1,-2
C=C(C)Cn1c(C)cc(C)c(S(=O)(=O)c2cccc(C)c2)c1=O,0.1,-1,-2.1,6
CCOC(=O)CC(=O)CSc1nc2ccsc2c(=O)n1Cc1ccco1,-0.1,4,-0.1,-5
N#Cc1ccc(COC(=O)CCc2nc(-c3ccccc3)no2)cc1,0.0,2,-1.5,1
CCCCOc1ccc(C(=O)Nc2ccc(-c3nc(C)no3)cc2)cc1,-0.1,6,-0.4,-2
CCN(CC)C(=O)C1CCCN(c2cc(NCCc3ccc(OC)cc3)nc(N)n2)C1 (stereo unspecified),-0.2,8,1.1,0
COc1cc(Nc2nc(SCC(=O)NCc3ccco3)nc3ccccc23)cc(OC)c1,0.7,9,-0.7,10
